Screening data as filed in PubChem.
TDP-43 yeast inh = qHTS of TDP-43 Inhibitors; TDP-43 expressing yeast growth rescue, BacTiter-Glo, 24 h; Potency, µM (doses to about 46.1 µM), for the others: top-dose growth rescue (activation), most hits filed as activators; hit rate 1.8% among 410,000; AID 652104, 2013; note: potency is the fitted concentration of half-maximal effect; % of control where 0% means no effect; nearly all actives have a fitted effect of over 50% in size
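Luminescence from BacTiter-Glo reports growth of TDP-43-expressing yeast after 24 hr at 30 deg C with compound. Cells were raffinose-pregrown to mid-log, then seeded in galactose medium at OD600=0.02.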
KB-V1 MDR tox = qHTS assay for MDR1-selective chemotherapeutics: Primary screen using the drug-selected MDR subline cells KB-V1 | KB-V1 MDR cells viability, CellTiter-Glo, 72 h | hit rate 3.4% among 400,000 | AID 1347076, 2019 | Potency, µM (highest dose often 46.1 µM), for the others: at the highest dose activity change, negative = cytotoxicity, actives largely listed as cytotoxic; note: potency is the fitted concentration of half-maximal effect; % is set by controls: 0 for no effect and ±100 for the full control effect; nearly all actives have a fitted effect of over 60% in size
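Drug-selected KB-V1 cells, grown in DMEM lacking phenol red with 10% FBS, receive compound titrations; after three days at 37 degrees C, surviving cell ATP is quantified by CellTiter-Glo luminescence and responses normalized and curve-fitted.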
HEK293 tox = qHTS of GLP-1 Receptor Inverse Agonists: Cytotox Screen; AID 624418, 2012; HEK293 cAMP-luciferase reporter cells, luminescence, 24 h; Potency, µM (doses to about 38.3 µM), for the others: at the top dose activity change, negative = inhibition, usual class: inhibitors; hit rate 0.13% among 410,000;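 note: loss of luciferase light is scored as toxicity; potency is the fitted concentration of half-maximal effect; % is set by controls: 0 for no effect and ±100 for the full control effect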
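Seeding density was 200 cells/uL; after overnight-length (12 h) culture, 23 nL compounds went on for 24 h at 37 °C. Readout used a luciferase detection reagent, luminescence taken after 12 min at room temperature.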
GLP-1R agonist = qHTS of GLP-1 Receptor Agonists; HEK293 GLP-1R CRE-luciferase, luminescence, 4-6 h; cells express a hypersensitive GLP-1R form; Potency, µM (highest dose often 45.6 µM), for inactives: at the top dose activation, hits mostly activators; hit rate 0.007% among 380,000; AID 624172, 2012; Glucagon-like peptide 1 receptor (Homo sapiens), P43220; note: potency is the fitted concentration of half-maximal effect; % of control where 0% means no effect
PTHR1 agonist = qHTS for PTHR1 Agonists: Primary Screen. HEK293 GP2 PTHR1 cells, GloSensor cAMP luminescence, 1 h. Potency, µM (series often up to 115 µM), for inactives: top-dose activation, actives largely listed as activators. Parathyroid hormone/parathyroid hormone-related peptide receptor (Homo sapiens), Q03431. hit rate 0.075% among 410,000; note: potency is the fitted concentration of half-maximal effect; nearly all actives have a fitted effect of over 55% in size; some results filed as inactive show a strong effect at the top dose; inactives centre near -15; many of its hits are not listed in these tables
Target sequence (Q03431 whole entry, looked up): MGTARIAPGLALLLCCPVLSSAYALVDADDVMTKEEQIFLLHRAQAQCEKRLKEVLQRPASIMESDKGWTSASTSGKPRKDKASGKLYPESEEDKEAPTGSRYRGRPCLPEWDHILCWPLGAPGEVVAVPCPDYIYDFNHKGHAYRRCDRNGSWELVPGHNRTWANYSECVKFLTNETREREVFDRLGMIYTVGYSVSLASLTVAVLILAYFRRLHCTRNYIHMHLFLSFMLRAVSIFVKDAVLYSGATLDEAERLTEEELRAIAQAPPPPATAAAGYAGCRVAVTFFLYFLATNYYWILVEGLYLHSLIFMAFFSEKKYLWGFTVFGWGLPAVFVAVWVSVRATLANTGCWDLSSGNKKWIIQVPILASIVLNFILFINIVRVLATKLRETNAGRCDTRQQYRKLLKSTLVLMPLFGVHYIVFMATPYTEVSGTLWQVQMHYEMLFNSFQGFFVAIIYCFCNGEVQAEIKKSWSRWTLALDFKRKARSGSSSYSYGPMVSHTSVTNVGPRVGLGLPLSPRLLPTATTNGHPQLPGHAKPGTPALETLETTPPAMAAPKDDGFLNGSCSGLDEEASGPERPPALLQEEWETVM
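HEK-293-derived GP2 cells expressing PTHR1 and a GloSensor cAMP reporter, 3,000/well, plated overnight, given luciferin plus IBMX (each 0.5 mM as added) for 1 h at 37 °C, then compound for 1 h at 37 °C. Luminescence was read after 15 min at room temperature.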
GLP-1R inv ag = qHTS of GLP-1 Receptor Inverse Agonists (Inhibition Mode); Potency, µM (titrated, usually from 38.3 µM), inactives show at the top dose activity change, negative = inhibition, actives largely listed as inhibitors; AID 624417, 2012; hit rate 1.6% among 410,000; HEK293 GLP-1R CRE-luciferase, luminescence, 24 h; GLP-1R form is constitutively active; note: potency is the fitted concentration of half-maximal effect; % is set by controls: 0 for no effect and ±100 for the full control effect; nearly all actives have a fitted effect of over 55% in size
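Luminescence readout: a drop in cAMP-driven luciferase signal flags inverse agonism at a constitutively active GLP-1R stably expressed in HEK293. Compound exposure lasted 24 hr at 37 deg C, 5% CO2.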
D3 antag = qHTS of D3 Dopamine Receptor Antagonist: qHTS | D(3) dopamine receptor (Homo sapiens), P35462 | D3R cells, DiscoveRx beta-arrestin luminescence, antagonist mode; stronger effect = lower value | max response, negative = inhibition, % | hit rate 2.5% among 360,000 | AID 652054, 2013; in the data active = max response below about -50%; inconclusive = no clear call, values can overlap the other calls; note: % is set by controls: 0 for no effect and ±100 for the full control effect; mostly tested at two doses, the higher about 12 µM
Target sequence (P35462 whole entry, looked up): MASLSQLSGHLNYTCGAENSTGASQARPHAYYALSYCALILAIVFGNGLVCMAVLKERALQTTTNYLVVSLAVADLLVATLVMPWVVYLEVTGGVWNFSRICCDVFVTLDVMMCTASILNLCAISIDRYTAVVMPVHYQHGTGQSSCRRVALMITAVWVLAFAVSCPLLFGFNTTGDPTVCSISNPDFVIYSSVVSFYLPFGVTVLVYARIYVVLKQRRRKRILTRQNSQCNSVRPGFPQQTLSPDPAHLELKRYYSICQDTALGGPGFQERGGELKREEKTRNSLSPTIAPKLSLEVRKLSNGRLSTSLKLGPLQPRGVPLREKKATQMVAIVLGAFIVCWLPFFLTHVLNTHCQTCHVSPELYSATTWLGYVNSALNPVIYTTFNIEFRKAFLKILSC
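Cells expressing the human receptor were seeded at 1500 cells/well, incubated overnight at 37 degrees C in 5% CO2, then exposed to library compounds with dopamine controls for 90 minutes at 37 degrees C before luminescent detection.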
aSyn rescue = qHTS of alpha-syn Inhibitors; hit rate 0.14% among 370,000; AID 652106, 2013; Potency, µM (series often up to 46.1 µM), for the others: top-dose growth rescue (activation), usual class: activators; Yeast expressing alpha-synuclein, growth rescue, BacTiter-Glo, 24 h; note: potency is the fitted concentration of half-maximal effect; % of control where 0% means no effect; nearly all actives have a fitted effect of over 65% in size
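Readout is rescue of growth in alpha-synuclein-expressing yeast, so inhibitors of toxicity appear as activators. Growth after 24 hr at 30 deg C in galactose medium is quantified by luminescence.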
DRD3 agonist = qHTS of D3 Dopamine Receptor Agonist: qHTS; D3R DiscoveRx beta-arrestin cells, luminescence, 90 min; max activation, %; hit rate 0.58% among 410,000; AID 652048, 2013; in the data active = max activation above about 30%; note: 0% is about no effect; mostly tested at two doses, the higher about 12 µM
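Agonist mode: compounds and dopamine controls were applied to plated cells for 90 min at 37 degrees C after an overnight attachment at 1500 cells/well. Luminescent read-out followed 30 - 60 minutes at room temperature with DiscoveRx detection reagent.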
* marks the source's active call; other numbers are inactive results; i = inactive; ? = inconclusive; . = not tested or not shown; & = joins results of further samples; [ ] = dose if it differs, or a comment. Unless noted, calls come from the whole dose curve; as a rule, active = well fitted curve in the direction sought with a large enough effect; inconclusive = small, poorly fitted or top-dose-only effect, or another doubt; inactive = no such curve, though single readings can be large; an effect the other way counts as inactive or inconclusive.

1. Cc1cccc(NC(=O)CSc2nnc(CNC(=O)c3ccc(S(=O)(=O)N(C)C)cc3)n2-c2ccc(F)cc2)c1
2. CCOc1ccc(NC(=O)CCCn2c(C)c3cnn(-c4ccccc4)c(=O)c3c2C)cc1
3. CC1(C(=O)N2CC3(CC(c4ccccc4)=NO3)C[C@H]2C(=O)NCC(N)=O)CC1 (stereo not given in full)
4. CC(C)COc1ccc(Cc2cnc(N)nc2N)cc1
5. COC(CNC(=O)c1ccc2c(c1)ncn2-c1cccc(C)c1)OC
6. O=C(N=C1c2ccccc2CN1c1ccc(F)c(F)c1)c1cccnc1
7. Cc1ccc(-c2nc3ccccc3c(=O)n2N)cc1
8. COc1cccc(S(=O)(=O)N(C)C[C@@H]2OCc3cnnn3CCCC(=O)N([C@H](C)CO)C[C@H]2C)c1
screen / no.,1,2,3,4,5,6,7,8
TDP-43 yeast inh,-15%,8%,20%,6%,.,0%,26%,24%
KB-V1 MDR tox,-2%,-9%,10%,-9%,-1%,0%,3%,13%
HEK293 tox,-8%[1.53 µM],1%,-7%,-31%,-5%,-1%,4%,2%
GLP-1R agonist,8%,.,1%,9%,21%,9%,-5%,-2%
PTHR1 agonist,-24%,i,i,-9%[57.5 µM],-13%,i,-12%,-20%
GLP-1R inv ag,?,15%,-2%,?,26%,35%[activator],14%,7%
D3 antag,?,.,6,-11,3,-26,116,-11
aSyn rescue,6%,.,-3%,1%,.,-1%,6%,-3%
DRD3 agonist,-9,-14,-2,4,-9,-5,4,-5

9. CC(C)(C)c1ccc(C(=O)Nc2ccc(NC(=O)c3ccco3)cc2)cc1
10. COc1cc2c(cc1OC)C(C)N(C(=O)Nc1ccc(F)cc1)CC2 (stereo not given)
11. Cc1ccc(Cc2cnc(NC(=O)c3cccs3)s2)cc1
12. O=C(c1cccc(C(F)(F)F)c1)C1CCCN(C(=O)CCCN2CCCC2=O)C1 (stereo not given)
13. NC(=O)c1ccc(-n2nc(C(F)(F)F)c3c2CCCC3)cc1
14. COc1ccccc1C(=O)Nc1c(C(=O)c2ccccc2)oc2ccccc12
15. COc1cccc(N(C(=O)c2snc(C(N)=O)c2N)C(C(=O)NCC2CCCO2)c2ccc(F)cc2)c1 (stereo not given)
16. COC(=O)CN(c1cc(C(F)(F)F)ccc1Cl)S(C)(=O)=O
screen / no.,9,10,11,12,13,14,15,16
TDP-43 yeast inh,2%,15%,?,14%,22%,17%,3%,0%
KB-V1 MDR tox,0%,12µM*,?,-20%,6%,-20%,-14%,1%
HEK293 tox,-15%,-17%,-22%,4%,-5%,5%,-1%,4%
GLP-1R agonist,0%,-3%,7%,3%,26%,0%,3%,-5%
PTHR1 agonist,-4%[57.5 µM],i,-7%[57.5 µM],-32%[inhibitor],-9%,-29%,-13%,i
GLP-1R inv ag,-7%,?,?,-1%,23%,2%,4%,50%[activator]
D3 antag,7,6,0,0,14,.,0,-16
aSyn rescue,-17%,-3%,-1%,1%,17%,.,4%,1%
DRD3 agonist,-4,2,8,1,6,-1,-2,4

17. COc1cc(C2Nc3c(F)cccc3C3C=CCC32)cc(Br)c1OC (stereo not given)
18. C/C(=N/NC(=O)CNC(=O)CCc1ccccc1)c1ccc(Cl)cc1
19. O=C(NNS(=O)(=O)c1ccccc1)c1ccccc1-n1cccc1
20. CCOCCCNC(=O)C1CCC(CNS(=O)(=O)c2ccc(OC)cc2)CC1 (stereo not given)
21. COC(=O)c1ccc(C(=O)OC)c(NC(=O)CSCc2ccc(Cl)cc2)c1
22. CCC(CC)CN1C(Nc2ccccc2)=NC[C@@H]1C
23. COc1ccccc1CNC(=O)CN1C(=O)N(C)C2(CCCCC2)C1=O
24. CCc1nc2ccccc2n1CC(=O)NC1CCS(=O)(=O)C1 (stereo not given)
screen / no.,17,18,19,20,21,22,23,24
TDP-43 yeast inh,-16%,-2%,-5%,15%,-1%,13%,7%,-8%
KB-V1 MDR tox,-7%,-3%,38%,-27%,-1%,-5%,-2%,24%
HEK293 tox,21%,?,-1%,6%,2%,-23%,1%,22%
GLP-1R agonist,7%,0%,-2%,1%,-3%,-5%,0%,-9%
PTHR1 agonist,-11%,i,i,i,-6%[57.5 µM],i,i,i
GLP-1R inv ag,-13%,?,-2%,12%,?,3%,-5%,-10%
D3 antag,-7,-16,-4,12,0,-16,3,-1
aSyn rescue,-6%,-4%,-2%,9%,-7%,2%,0%,3%
DRD3 agonist,12,-1,1,1,4,8,1,-5

25. Cc1ccc(-n2ncc3c(N4CCN(c5ccc(F)cc5)CC4)ncnc32)cc1
26. O=C(c1ccc(COc2ccccc2Cl)o1)N1CCN(Cc2ccc3c(c2)OCO3)CC1
27. CCOC(=O)N/N=C/c1ccc(Oc2ccccc2)cc1
28. COc1ccc(OC)c(NC(=O)CN2C(=O)C3(OCCCO3)c3ccccc32)c1
29. CC(C)C1CC2=C(C(=O)OC(C)(C)O2)C(c2ccc(Cl)cc2)O1 (stereo not given)
30. CC(=O)Nc1nc(CC(C)C)cc(-c2ccco2)c1C#N
31. CCOc1cc(N2CCOCC2)c(OCC)cc1NC(=O)CN1CCCC1
32. COc1cccc(CNC(=O)c2ccc(CS(=O)Cc3ccc(Cl)cc3)o2)c1 (stereo not given)
screen / no.,25,26,27,28,29,30,31,32
TDP-43 yeast inh,14%,10%&-24%,18µM*,-12%,0%,-20%,7%,5%
KB-V1 MDR tox,28%,-30%&-11%,0%,-7%,11%,-8%,-3%,.
HEK293 tox,-6%,1%&0%,-7%,-10%,-7%,-21%,-2%,-7%
GLP-1R agonist,.,7%&17%,2%,1%,-3%,22%,0%,.
PTHR1 agonist,-12%,-17%,-44%[inhibitor],i,-43%[inhibitor],-2%,i,i
GLP-1R inv ag,6%,?,?,10%,?,-7%,5%,-13%
D3 antag,.,-10&12,8,10,14,8,4,.
aSyn rescue,.,11%&0%,1%,0%,4%,-1%,1%,.
DRD3 agonist,8,-24&-11,3,7,5,-1,4,-12

33. CCOC(=O)C1CCN(c2cc3c(cc2NC(=O)c2ccc(OC)c(OC)c2)n(C)c(=O)n3C)CC1
34. COc1ccc(-n2c(SCC(=O)NNC(=O)c3ccccc3C)nnc2-c2ccncc2)cc1
35. CC(C)NCCOCCOc1ccccc1F
36. NC(=O)c1ccc(NC(=O)C2COc3ccccc3O2)cc1 (stereo not given)
37. c1ccc(Cc2nn3c(Cn4nnc5ccccc54)nnc3s2)cc1
38. Cc1ccc2c(c1)Oc1ccc([N+](=O)[O-])cc1C(=O)N2
39. O=C(c1ccco1)N1CCN(C(=O)c2cc3c(s2)-c2ccccc2OC3)CC1
40. COc1ccc(C2CC(c3cccs3)=NN2C(=O)CSc2nncs2)cc1OC (stereo not given)
screen / no.,33,34,35,36,37,38,39,40
TDP-43 yeast inh,29%&23%,-22%,3%,26%,-5%,-13%[9.22 µM],?,-16%
KB-V1 MDR tox,?,24%,-18%,0%,23µM*,15%,-10%,?
HEK293 tox,8%&-1%,-7%,1%,-29%,-3%,-2%,7%,-3%
GLP-1R agonist,18%,-1%,-2%,-4%,6%,8%,-5%,16%
PTHR1 agonist,-30%,i,-1%,-16%,i,i,-25%,i
GLP-1R inv ag,42%&6%[activator],1%,-7%,5%,0%,15%,6%,18%
D3 antag,41,-7,?,11,-13,0,-11,-3
aSyn rescue,10%,10%,-12%,3%,-19%,-1%,8%,0%
DRD3 agonist,-19&0,-3,-22,8,-25,-8,-8,7

41. COc1ccc(/C=C2\C(=O)NCC(=O)N2Cc2ccccc2)cc1
42. COC(=O)N/N=C/c1ccc(OS(=O)(=O)c2ccc(C)cc2)c(OC)c1
43. COc1ccc(CCNC(=O)c2cc(-c3ccccc3)c(N3CCOCC3)s2)c(OC)c1OC
44. COc1ccc(-n2c(C)cc(C)c(C(C)=O)c2=S)cc1
45. COc1ccc2nc(C3CCCCC3)c3c(c2c1)CCC3
screen / no.,41,42,43,44,45
TDP-43 yeast inh,-12%,-8%,?,-11%,10%
KB-V1 MDR tox,?,-15%,-14%,-8%,18%
HEK293 tox,-32%,22%,5%,-4%,2%
GLP-1R agonist,-7%,12%,-4%,-9%,-1%
PTHR1 agonist,-21%[57.5 µM],-22%,-21%,i,-9%
GLP-1R inv ag,?,?,?,15%,4%
D3 antag,?,-19,39,15,24
aSyn rescue,11%,-3%,20%,-1%,11%
DRD3 agonist,-1,-22,14,3,14

The list is partial (hit frequency here may not be typical).
